Compound activity from PubChem.
Ba/F3 V617F tox – reduce viability of Ba/F3 cells dependent on JAK2V617F; Ba/F3 EpoR-JAK2V617F viability, ATP luminescence; inhibition, % at 5.6 µM; 220,000 tested, 1.1% active; AID 1446;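 active = inhibition above the campaign mean plus 3 SD over all tested compounds, cut at about 24% in these data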;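 also: cytokine-independent growth of Ba/F3 cells driven by EpoR plus mutant JAK2; 0% = DMSO-treated cells and 100% = JAK inhibitor I control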
S1P4 ag – activates the human S1P4 receptor | O95977 | S1P4-expressing cell line, agonist reporter assay | activation, % at 4.98 µM | 220,000 tested, 0.35% active; in the data active = activation above about 11%;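 also: 0% = DMSO vehicle and 100% = reference agonist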
Runt-CBFb FRET – blocks binding of human RUNX1 Runt domain to CBFb; Cerulean-Runt/Venus-CBFb FRET ratio 530/480, 1 h; inhibition, % at 20 µM; 220,000 tested, 0.46% active; AID 1496;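 active = inhibition over about 50% at 20 µM in the single-dose screen, limit read from the data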;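 also: 0% = DMSO wells and 100% = excess unlabeled CBFb competitor control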
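test system = Cerulean-Runt domain fusion protein, energy donor | probe or stimulus = Venus-CBFb binding partner, 100 nM | incubation = two 1 h room-temperature incubations shielded from light | detection = fluorescence energy transfer, 422 nm excitation, 530/480 nm emission | measure = loss of energy transfer signal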
BaF3 tox – counter-screen for JAK2V617F inhibitors: parental Ba/F3 viability inhibitors | 220,000 tested, 1.1% active | inhibition, % at 5.6 µM | CellTiter-Glo ATP luminescence | AID 1486;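 active = inhibition above a per-campaign cutoff, the mean inhibition of all tested compounds plus 3 SD, cut at about 27% in these data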;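 also: 0% = DMSO wells and 100% = JAK Inhibitor I control wells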
RBBP9 inh – human RBBP9 hydrolase inhibition | recombinant RBBP9, FP-Rh probe fluorescence polarization | inhibition, % at 7.94 µM | AID 1515 | 220,000 tested, 0.2% active | O75884;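 active = inhibition above the campaign mean of all tested compounds plus 3 SD, cut at about 14% in these data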;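 also: plate controls were DMSO wells with RBBP9 for no effect and wells lacking RBBP9 protein for full effect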
Target sequence (O75884 whole entry, looked up): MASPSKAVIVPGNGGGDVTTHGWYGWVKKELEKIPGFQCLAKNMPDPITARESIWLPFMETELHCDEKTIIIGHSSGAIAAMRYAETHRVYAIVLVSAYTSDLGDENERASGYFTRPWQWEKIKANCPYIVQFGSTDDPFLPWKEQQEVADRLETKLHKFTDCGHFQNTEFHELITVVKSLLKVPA
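Test system: recombinant human RBBP9. Quantity: 2.5 µM RBBP9 dispensing solution, before mixing. Detection: FP readout at 525/598 nm. Reagent: Serine-hydrolase probe FP-Rh, 375 nM pre-mixing. Measure: % inhibition. Control set: DMSO-treated enzyme wells and wells lacking RBBP9. Buffer or medium: Tris-NaCl-Pluronic buffer, pH 8.0. Times: preincubation 30 min plus labeling 45 min at 25 °C.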
NPY-Y1 PAM-ag – human NPY-Y1 potentiation or agonism, primary screen; NPY-Y1 expressing cells, potentiator/agonist activation; activation, % at 3.6 µM; 220,000 tested, 0.37% active; AID 1304; in the data active = activation above about 33%, passing the limit was not always enough;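 also: cells stimulated with NPY at EC10 then isoproterenol at EC100; 0% = low agonist plus stimulus and 100% = saturating agonist plus stimulus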
Target sequence (P25929 whole entry, looked up): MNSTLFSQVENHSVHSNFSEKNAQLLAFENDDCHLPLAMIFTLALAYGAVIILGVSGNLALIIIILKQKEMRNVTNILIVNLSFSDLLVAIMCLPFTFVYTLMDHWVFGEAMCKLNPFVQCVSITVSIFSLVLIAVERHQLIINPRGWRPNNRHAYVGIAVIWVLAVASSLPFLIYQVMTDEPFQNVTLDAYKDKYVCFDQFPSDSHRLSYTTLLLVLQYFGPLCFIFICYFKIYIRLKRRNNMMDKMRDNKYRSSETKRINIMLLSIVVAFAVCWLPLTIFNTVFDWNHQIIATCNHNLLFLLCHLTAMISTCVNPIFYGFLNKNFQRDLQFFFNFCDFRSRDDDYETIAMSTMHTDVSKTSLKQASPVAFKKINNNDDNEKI
NPY Y1 blocker – blocks the human neuropeptide Y Y1 receptor; HEK293-CNG Y1 cells, membrane potential fluorescence; NPY at EC95, then isoproterenol; AID 1040; inhibition, % at 3.6 µM; 200,000 tested, 1% active;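 active = inhibition above the campaign mean inhibition of all tested compounds plus 3 SD, cut at about 20% in these data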;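 also: 0% = DMSO wells given NPY plus isoproterenol and 100% = isoproterenol alone without NPY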
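Material: HEK293 Y1/CNG channel cell line; also added: NPY (25 nM), isoproterenol (1 µM), Ro 20-1724 (25 µM); doses: one concentration, 3.6 µM, in 0.4% DMSO; schedule: compound incubation 1 h at room temperature, readout 45 min post-stimulation; technique: membrane potential fluorescence; measure: fluorescence ratio normalized to % inhibition between controls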
NPY2 pot ag – potentiates or activates human NPY-Y2 receptor; P49146; cells expressing NPY-Y2, potentiator/agonist read-out; activation, % at 3.6 µM; 220,000 tested, 0.45% active; in the data active = activation above about 27%;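 also: cells stimulated with NPY near EC25 plus isoproterenol at EC100; 0% = vehicle plus submaximal agonist and 100% = vehicle plus saturating agonist; some results beyond the cut were filed as inactive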
Target sequence (P49146 whole entry, looked up): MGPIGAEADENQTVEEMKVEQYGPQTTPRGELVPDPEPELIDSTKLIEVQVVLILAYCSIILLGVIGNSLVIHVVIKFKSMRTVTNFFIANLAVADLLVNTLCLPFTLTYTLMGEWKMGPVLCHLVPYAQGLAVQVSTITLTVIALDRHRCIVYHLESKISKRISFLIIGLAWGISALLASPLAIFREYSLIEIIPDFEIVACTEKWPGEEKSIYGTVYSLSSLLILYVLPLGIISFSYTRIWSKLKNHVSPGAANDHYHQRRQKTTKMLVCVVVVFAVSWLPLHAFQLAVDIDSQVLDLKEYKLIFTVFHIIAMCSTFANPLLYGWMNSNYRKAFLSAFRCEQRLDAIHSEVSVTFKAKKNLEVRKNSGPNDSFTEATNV
S1P4 antag – human S1P4 receptor antagonism | O95977 | S1P4-expressing cells, antagonist mode, reporter read-out | inhibition, % at 4.98 µM | 220,000 tested, 0.26% active | AID 1510; in the data active = inhibition above about 29%;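 also: 0% = wells stimulated with agonist and 100% = vehicle wells without agonist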
* = called active by the depositor; x = no result given. Compounds were not picked by outcome. Share with any hit: about 3.6%.

SMILES | Ba/F3 V617F tox | S1P4 ag | Runt-CBFb FRET | BaF3 tox | RBBP9 inh | NPY-Y1 PAM-ag | NPY Y1 blocker | NPY2 pot ag | S1P4 antag
COc1ccc2c(-c3ccccc3)cc(SCC(=O)NC3CCS(=O)(=O)C3)nc2c1 (configuration not stated) | -3 | 5.2 | -7 | 4 | 1 | 6 | 0 | -1 | -14
Cc1ccc2nc(NC(=O)C3CCCN3C(=O)OC(C)(C)C)sc2c1 (configuration not stated) | 0 | -0.7 | -1 | 4 | -8 | 21 | 5 | -2 | 19
CS(=O)(=O)Nc1ccccc1C(=O)O | -6 | -0.3 | 1 | -1 | 3 | 11 | -6 | 6 | -10
O=C(CN1C(=O)C2C3CC(C(Br)C3Br)C2C1=O)OCC(=O)c1cccc([N+](=O)[O-])c1 (configuration not stated) | -1 | 2.0 | -1 | 6 | -4 | -5 | 5 | -9 | -14
Fc1ccc(Cn2nnnc2CN2CCN(C3CCCCC3)CC2)cc1 | -1 | 1.5 | 2 | 1 | -5 | -21 | 18 | -15 | -7
CC(C)CC(=O)Nc1nnc(SCC(=O)Nc2ccc3c(c2)OCO3)s1 | 1 | 0.3 | 1 | 5 | -6 | -11 | 3 | -5 | -7
O=C1OC(Nc2ccc(Br)cn2)c2ccccc21 (configuration not stated) | 1 | -0.2 | 0 | 2 | 8 | 2 | -1 | -7 | -24
COc1ccccc1Cn1c(/C=C/c2ccccc2)nc2ccccc21 | -4 | -0.5 | -3 | 4 | -2 | -15 | 6 | -14 | -20
O=C(NCCOc1ccccc1Cl)C(=O)NCCOc1ccccc1Cl | -1 | 0.2 | -4 | 1 | -1 | -2 | -2 | -4 | -2
CC1=CC(=C(C#N)C#N)C=C(C)N1Cc1ccc(Cl)cc1 | 4 | -0.7 | 2 | 12 | -1 | -13 | 5 | -19 | -6
O=C(CSc1nc2[nH]ncc2c(=O)[nH]1)Nc1nccs1 | 2 | 1.4 | 1 | 7 | 7 | -1 | -1 | -4 | -12
COc1cc2c3c(c1)C1(C(=O)N3C(C)(C)C=C2C)C(C#N)=C(N)Oc2cc(O)ccc21 (configuration not stated) | 6 | 0.7 | 1 | 8 | -4 | -15 | -1 | 4 | -6
CCCCNc1cc(=O)n(C)c(=O)[nH]1 | -5 | -1.5 | 4 | 3 | -3 | -4 | -2 | -1 | -11
COc1ccc(S(=O)(=O)N[C@@H](C)C(=O)OCC(=O)Nc2cc3oc4ccccc4c3cc2OC)cc1 | -1 | -1.4 | -4 | 1 | -8 | 34 | -5 | 3 | -9
CC1=NOC2(C1)/C(=N/O)CCC/C2=N\O (configuration not stated) | -1 | -0.3 | -1 | 2 | -3 | 1 | 5 | 1 | -20
CCCN1CCC(N2CCN(c3cccc(C(F)(F)F)c3)CC2)CC1 | 0 | -0.3 | 0 | 4 | 1 | -20 | 3 | -14 | -7
O=C(NC(=S)NCC1CCCO1)c1ccccc1 (configuration not stated) | 0 | -1.6 | 2 | 3 | 1 | -10 | -1 | 6 | -1
CCOC(=O)C1CN(S(=O)(=O)c2ccccc2)CCN1S(=O)(=O)c1ccccc1 (configuration not stated) | -2 | -0.8 | -3 | 5 | -3 | -13 | -12 | 14 | -13
Brc1ccc(-c2csc(NNC3=NCCCCC3)n2)cc1 | -3 | 0.5 | 4 | -1 | -7 | -6 | -6 | -11 | -11
CCCC(=O)Nc1c(-c2ccc(OC)cc2)c(=O)c2ccccc2n1C | 1 | 0.4 | 0 | 3 | 4 | 7 | 0 | -7 | 0
CC(=O)Nc1nc(CC(C)C)cc(-c2ccccc2)c1C#N | -3 | -0.6 | 0 | 1 | -2 | 7 | x | -13 | -9
N#CC1=C(N)C(C#N)(C#N)C(c2ccc[nH]2)C2CCCC=C12 (configuration not stated) | 0 | -0.1 | -88 | 3 | 8 | -25 | -1 | 6 | -4
Cc1ccc(S(=O)(=O)N2CCOCC2)cc1C(=O)N1CCOCC1 | -3 | -0.7 | 2 | 1 | -5 | 2 | -7 | -3 | 18
O=C(Nc1ccccc1N1CCCCC1)c1ncoc1-c1ccc(F)cc1 | 2 | 1.4 | 0 | 8 | -1 | -15 | 5 | -13 | -2
CN(C)C(CNC(=O)c1cc(S(=O)(=O)N(C)c2ccccc2)ccc1Cl)c1ccccc1 (configuration not stated) | -4 | -2.2 | -1 | 3 | -3 | 11 | x | -24 | 6

Remaining list, next part.
SMILES | Ba/F3 V617F tox | S1P4 ag | Runt-CBFb FRET | BaF3 tox | RBBP9 inh | NPY-Y1 PAM-ag | NPY Y1 blocker | NPY2 pot ag | S1P4 antag
Cc1cc(C)c2nc(N3CCCN(C(=O)c4ccco4)CC3)c(C#N)cc2c1 | 0 | 2.0 | 13 | 6 | -5 | -5 | 4 | -19 | -4
O=C(NN=C(Cc1ccccc1)Cc1ccccc1)c1ccc(F)cc1 | 0 | 0.9 | -2 | 5 | -8 | -7 | 2 | -8 | -7
O=C(/C=C/c1ccco1)Oc1cc(Br)cc(/C=N/NC(=O)c2ccccc2O)c1 | -4 | -1.3 | 2 | 0 | -2 | 7 | -7 | 10 | -7
CC(CN1CCCC(C(N)=O)C1)c1ccccc1 (configuration not stated) | 2 | 0.0 | 1 | 3 | -10 | -22 | 1 | -2 | -4
CN(C)/C=N/n1cnc2ccccc2c1=O | 1 | -0.2 | 3 | -4 | -10 | -5 | x | -4 | 4
CCN(CC)CCCNC(=O)Cn1ncn2cccc2c1=O | -2 | 0.5 | -1 | -1 | -6 | -7 | 3 | 5 | -6
COc1ccc(C(F)(F)F)cc1N/C=C/c1nnnn1-c1ccc(C)cc1 | -4 | -2.4 | 2 | 0 | -9 | -35 | x | -24 | 8
C=CCNC(=S)N/N=C/c1ccc(C)cc1C | -2 | 48* | 0 | 5 | 1 | -20 | 8 | -6 | 8
Cc1ccnn1Cc1cc(C(=O)O)c2ccccc2n1 | -3 | 1.0 | 1 | 5 | -3 | 8 | 10 | 11 | -1
CCn1c(-c2ccc3[nH]c(C)c(C)c3c2)n[nH]c1=S | -2 | -3.1 | 15 | 0 | 0 | -7 | 4 | 0 | 7
C/C=C/c1ccc(OCC(O)CN2CCCCC2CC)c(OC)c1 (configuration not stated) | 0 | 1.6 | 0 | 4 | -12 | -22 | 8 | -21 | -1
COc1ccccc1C(=O)C1CCCN(Cc2cn[nH]c2C2CCCCC2)C1 (configuration not stated) | 0 | 1.8 | 1 | 0 | -9 | -25 | -1 | -8 | -7
CN(C)CCNC(=O)c1ccc(COc2ccc(Cl)cc2Cl)cc1 | 8 | -1.8 | -3 | 16 | 3 | -1 | 17 | -1 | -14
Cc1cccc(C)c1NC(=S)NCCc1ccc(O)c(O)c1 | -8 | 1.2 | 7 | 4 | 1 | 18 | -6 | 4 | 5
C/C(=N\NC(=O)Cc1cccn1C)c1cccc2ccccc12 | -4 | -0.7 | 3 | -1 | -4 | -10 | 0 | 5 | -5
Cc1ncoc1C(=O)N1CCCC(CCC(=O)NCc2ccc(F)c(F)c2)C1 (configuration not stated) | -1 | -1.7 | 0 | 2 | -8 | 17 | 1 | 13 | -5
Cc1cccc(NC(=O)c2ccc(NCC3CCCO3)c([N+](=O)[O-])c2)n1 (configuration not stated) | 2 | 3.7 | -4 | 6 | -5 | 11 | -3 | 7 | -12
Cc1cccc2sc(NC(=O)CN3C(=O)C4CC=CCC4C3=O)nc12 (configuration not stated) | 1 | 1.6 | 0 | 6 | -7 | -19 | 1 | -16 | -14
CCc1nnc(NC(=O)CCC(=O)N2CCCC2)s1 | -2 | -1.2 | 0 | 0 | -11 | 10 | -5 | 11 | -9
CC1CCN(S(=O)C23CC4CC(CC(C4)C2)C3)CC1 (configuration not stated) | 0 | 0.6 | x | 6 | 6 | 7 | 3 | -1 | -29
Cc1c(Cl)cccc1NC(=O)CSc1nnc(C)n1-c1ccccc1 | 1 | -0.4 | 0 | 4 | -6 | -14 | 0 | -16 | 5
CN(C)S(=O)(=O)Nc1ccc2c(c1)Cc1ccccc1-2 | -1 | -0.3 | -1 | 3 | -11 | -4 | -3 | 4 | -4
Cc1cc(C)n(C(=O)CCCn2cc([N+](=O)[O-])cn2)n1 | -2 | 0.8 | 1 | -2 | 2 | -1 | -7 | -16 | -20
O=C(/C=C/c1cnc2ccccc2n1)NC12CC3CC(CC(C3)C1)C2 | -2 | 0.2 | -2 | 7 | -5 | -14 | 5 | -13 | -9
COc1ccc(-c2cc(=O)c(C(=O)c3ccc(C)cc3)n[nH]2)cc1 | 2 | 0.3 | 0 | 9 | -6 | -3 | -1 | 3 | -6
Cc1ccc2nc(-c3ccc(SCC(=O)Nc4nnc(C)s4)nc3)[nH]c2c1 | -1 | 1.2 | -2 | 8 | -17 | 2 | 5 | -14 | -10
O=C(CC(=O)c1ccccc1)Nc1cccnc1Cl | -4 | -1.3 | -2 | 3 | -2 | -12 | 7 | -3 | 11

S1P4 ag: hit marks shown above.
Compound,S1P4 ag,Runt-CBFb FRET,RBBP9 inh,NPY-Y1 PAM-ag,NPY2 pot ag,S1P4 antag
C=CCNC(=S)N/N=C/c1ccc(C)cc1C,48*,0,1,-20,-6,8

Five entries from above, with two lines to a compound:
Values run as follows: Ba/F3 V617F tox, S1P4 ag, Runt-CBFb FRET, BaF3 tox, RBBP9 inh, NPY-Y1 PAM-ag, NPY Y1 blocker, NPY2 pot ag, S1P4 antag
CN(C)S(=O)(=O)Nc1ccc2c(c1)Cc1ccccc1-2
 : -1, -0.3, -1, 3, -11, -4, -3, 4, -4
CC1=NOC2(C1)/C(=N/O)CCC/C2=N\O (configuration not stated)
 : -1, -0.3, -1, 2, -3, 1, 5, 1, -20
O=C(NCCOc1ccccc1Cl)C(=O)NCCOc1ccccc1Cl
 : -1, 0.2, -4, 1, -1, -2, -2, -4, -2
CCOC(=O)C1CN(S(=O)(=O)c2ccccc2)CCN1S(=O)(=O)c1ccccc1 (configuration not stated)
 : -2, -0.8, -3, 5, -3, -13, -12, 14, -13
CCCC(=O)Nc1c(-c2ccc(OC)cc2)c(=O)c2ccccc2n1C
 : 1, 0.4, 0, 3, 4, 7, 0, -7, 0
